Assay outcomes (PubChem BioAssay)
Lipid storage S3 = qHTS Assay for Lipid Storage Modulators in Drosophila S3 Cells; Drosophila S3 cells, BODIPY lipid droplet fluorescence, 18-24 h; cells fed with added oleic acid; Potency in µM for hits, for the others lipid storage change, negative = inhibition, % at the top dose, mostly 46.1 µM; 0.64% of 320,000 active; AID 2685; active = well fitted inhibition curve with a large enough effect in the signal ratio, with a control signal flat, not every such curve was filed as active; inconclusive = small, poorly fitted or top-dose-only effect, or effect the other way, or a change in a side signal; the % refers to the signal ratio
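Drosophila S3 cells loaded with oleic acid (400 uM, as added) and compounds at several concentrations; lipid droplets imaged by 488-nm laser-scanning cytometry, 500–530 nm intensity and object ratio to cell channel. Percent activity normalized to 20 uM Triacsin C.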
Lipid storage S3 cell count max = further read-out of Lipid storage S3, marked with its call; cell number change, %; measured here: cell count max response;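 cells counted by Cell Tracker Red CMTPX staining in the red channel; peak over a dose series mostly up to 46.1 µM; percent activity relative to internal control wells on each plate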
Starred values were filed as active, the others as inactive; i = inactive; ? = inconclusive; . = no result given; [ ] = dose if it differs, or a comment. % is scaled to controls: 0 for no effect and ±100 for the full control effect; potency is read from the fitted curve at half-maximal effect. This is a subset; the hit share may differ from the screen's.

Each structure is followed by: Lipid storage S3, Lipid storage S3 cell count max
#1 CC(=O)C1=C(O)CC(c2ccccc2)CC1=NCCc1c(C)[nH]c2ccccc12 (configuration not stated)
    ?, .
#2 CC(C)n1nccc1N(Cc1ccc(Cl)cc1)S(=O)(=O)c1ccccc1
    -11.3%, -17.1
#3 COc1cccc(-n2nnnc2SCC(=O)c2cc(OC)ccc2OC)c1
    ?, .
#4 Cc1ccc(S(N)(=O)=O)cc1NC(=O)c1ccc2c3c(cccc13)CC2
    -5.3%, -2.7
#5 COc1ccc(-c2nnc(SCC(=O)/C(C#N)=C(\C)N)o2)cc1
    ?, .
#6 Cc1c(C#N)sc(C(N)=O)c1C
    -3.0%, 10.5
#7 COc1cccc(-c2nnc(SCC(=O)Nc3cc(C)ccc3OC)n2N)c1
    ?, .
#8 O=C(CCC(=O)Nc1nnc(C2CCCCC2)s1)Nc1ccc(F)cc1
    ?, .
#9 CCOc1ccc(/C=N/Nc2ccccc2)cc1
    ?, .
#10 COCCNC(=O)C(C)OC(=O)c1cc2occc2n1C (configuration not stated)
    17.4%, 2.3
#11 CCOC(=O)c1ccccc1NC(=O)c1cn(CC)c2nc(C)ccc2c1=O
    3.3%, -25.3
#12 Cn1cccc1/C=N\NC(=O)C1COc2ccc(C(C)(C)C)cc2O1 (configuration not stated)
    ?, .
#13 CCCc1ccc(Oc2cc(C)nc(N3CCOCC3)n2)cc1
    i, .
#14 Cc1cc(C)n(-c2ccc(NC(=O)C3CCCCN3C(=O)c3ccc(C)s3)cc2)n1 (configuration not stated)
    ?, .
#15 Cc1cc(NC(=O)COn2nnc3ccc(Cl)cc32)no1
    ?, .
#16 O=C(Nc1cccc(Cl)c1)NC1CC2CCC1C2 (configuration not stated)
    ?, .
#17 COC(=O)COc1ccc(S(=O)(=O)Nc2ccccc2C(=O)OC)cc1
    ?, .
#18 COc1ccc(CC(=O)NCc2nn(-c3ccccc3)nc2C)cc1OC
    ?, .
#19 CCOC(=O)CSc1nc2sccc2c(=O)[nH]1
    ?, .
#20 CC(C)CN(C(=O)CSc1ncnc2sccc12)C1CCS(=O)(=O)C1 (configuration not stated)
    ?, .

Overlap with the part before: 4 entries, then new ones.
Each structure is followed by: Lipid storage S3, Lipid storage S3 cell count max
#17 COC(=O)COc1ccc(S(=O)(=O)Nc2ccccc2C(=O)OC)cc1
    ?, .
#18 COc1ccc(CC(=O)NCc2nn(-c3ccccc3)nc2C)cc1OC
    ?, .
#19 CCOC(=O)CSc1nc2sccc2c(=O)[nH]1
    ?, .
#20 CC(C)CN(C(=O)CSc1ncnc2sccc12)C1CCS(=O)(=O)C1 (configuration not stated)
    ?, .
#21 CCOC(=O)C1(Cc2cccc(OC)c2)CCCN(S(=O)(=O)CC)C1 (configuration not stated)
    ?, .
#22 CC(C)Cn1c(=O)c(CCC(=O)Nc2ccc(N3CCOCC3)cc2)nc2cc(Cl)ccc21
    i, 14.1
#23 COc1ccc(NC(=O)c2ccc(-c3ccc(C(C)=O)cc3)o2)cn1
    ?, .
#24 COc1ccc(-c2nnc3ccc(SC)nn23)cc1
    ?, .
#25 CC1(C)Cc2c(sc3c2c(=O)n(-c2cccc(Cl)c2)c(=O)n3CC(N)=O)CO1
    ?, .
#26 COC(=O)N/N=C(\C)c1ccc2ccccc2c1OC(F)F
    ?, .
#27 NC1=NC2(CCCCC2)N(c2cccc(Cl)c2)C(N)=N1
    ?, .
#28 Cc1cc(C)cc(OC(=O)CCN2C(=O)C3C4C=CC(C5CC45)C3C2=O)c1 (configuration not stated)
    ?, .
#29 Cn1c(=O)c2c(ncn2CC(O)CNc2ccc(Cl)cc2)n(C)c1=O (configuration not stated)
    ?, .
#30 O=C(Nc1ccc(-c2nnc3n2CCCCC3)cc1)c1cnccn1
    ?, .
#31 COc1cc(NC(=O)COc2ccc(-n3ccnc3)cc2)cc(OC)c1
    ?, .
#32 CNC(=O)c1cc(Oc2ccc(NC(=O)Nc3ccc(Cl)c(C(F)(F)F)c3)cc2)ccn1
    ?, .
#33 COc1ccc(S(=O)(=O)N(C)C)cc1NC(=O)CCNC(=O)c1ccco1
    ?, .
#34 O=C(COc1ccccc1)NCC1COc2ccccc2O1 (configuration not stated)
    i, 19.6
#35 CS(=O)(=O)N(CC(=O)NCCSCc1ccccc1Cl)c1ccc(F)cc1
    -4.7%, 11.4
#36 CCc1c(C)n2nc(C)cc2[nH]c1=O
    ?, .
#37 Cc1nc2nc(C)c(CCC(=O)NC(C)c3ccc4c(c3)OCCO4)c(C)n2n1 (configuration not stated)
    -18.0%, 2.2
#38 Cc1nnc(SCC(C)C)[nH]c1=O
    ?, .
#39 COC(CNC(=O)c1ccc(N2CCc3ccccc32)c([N+](=O)[O-])c1)OC
    20.6µM*, -26.9*
#40 COc1cc(C(=O)Nc2ccc(S(=O)(=O)Nc3cc(C)nc(C)n3)cc2)cc(OC)c1OC
    ?, .
#41 Cc1ccc(C)c(S(=O)(=O)N2CCN(C(=O)CCCc3c[nH]c4ccccc34)CC2)c1
    ?, .
#42 Oc1ccc(COC2CCN(Cc3ccccc3)C2)c2cccnc12 (configuration not stated)
    6.9%, 0.8
#43 Cc1ccc2nc(N3CCC(C(=O)O)CC3)nc(-c3ccccc3)c2c1
    ?, .
#44 NC(=O)c1oc2ccccc2c1NC(=O)c1ccccc1
    -1.4%, .
#45 COC(=O)c1sc(NC(=O)c2c(F)cccc2F)c(C#N)c1C
    -8.9%, -6.9
#46 CC1CCCC(NC(=S)Nc2ccc(SC(F)F)cc2)C1C (configuration not stated)
    ?, .
#47 O=S1(=O)C[C@H]2NC(=S)N(c3ccccc3)[C@H]2C1
    -2.1%, -2.2
#48 COc1ccc(OC)c(NC(=O)CSc2nnc(C3CCCCC3)o2)c1
    -8.8%, 5.1
#49 CCCn1c(=O)c(C(=O)NNS(=O)(=O)c2ccc(Cl)cc2)c(O)c2ccccc21
    ?, .
#50 Cc1cccc(C(=O)OCC(=O)N2CCCC2=O)c1[N+](=O)[O-]
    ?, .
#51 Cc1cccc(NC(=O)c2ccc([N+](=O)[O-])s2)c1C
    ?, .
#52 CSC(=N/N=C(\N)c1cnccn1)SC
    6.5%, .
#53 COC(=O)C(C#N)c1nc2ccccc2nc1N1CCN(Cc2ccc3c(c2)OCO3)CC1 (configuration not stated)
    ?, .
#54 Cc1cc(SCCC(=O)O)nc2c(C)cccc12
    ?, .
#55 COc1cc(NC(=O)c2ccco2)ccc1NC(=O)c1ccccc1Cl
    ?, .
#56 CCN(CCNC(=O)C1CCN(S(=O)(=O)c2c(C)noc2C)CC1)c1ccccc1
    3.9%, 0.3
#57 Cc1csc(NC(=O)CSc2nnc(Cc3cccn3C)n2-c2ccc(F)cc2)n1
    i, .
#58 CCOC(=O)N1CCC(NC(=O)c2cc3sccc3n2CC)CC1
    -28.8%, -26.6
#59 COc1ccc(CN2C(=O)c3cccnc3C2=O)cc1S(=O)(=O)N(C)c1cccc(C)c1
    ?, .
#60 CCCCC1S/C(=N/N=C/c2ccco2)NC1=O (configuration not stated)
    ?, .

Additional records
entry	compound	Lipid storage S3	Lipid storage S3 cell count max
61	CC1CCc2nc(NC(=O)c3ccc(N4C(=O)CCC4=O)cc3)sc2C1 (configuration not stated)	7.9%	.
62	O=C(Nc1ccccc1)Nc1ccc(C(=O)N2CCOCC2)cc1	-16.6%	-5.6
63	CC(=O)c1ccc(N2CCN(C(=O)Nc3ccc(Cl)cc3)CC2)cc1	-6.4%	-20.5
64	CCOc1ccc(NC(=S)N2CCN(c3ccc(N4CCOCC4)nn3)CC2)cc1	5.0%	.
65	COCCCNC(=O)CCn1c(=O)c2ccccc2n(CC(=O)NCCc2ccc(OC)c(OC)c2)c1=O	-0.3%	-1.8
66	O=C(Nc1ccc(Cl)cc1)c1ccc(-n2cccn2)c([N+](=O)[O-])c1	i	.
67	C=C1c2cc(C)ccc2NC(=O)N1c1ccc(C)cc1	?	.
68	CC(=O)c1ccc(N2CCN(C(=O)CCN3C(=S)NC(C)(C)CC3C)CC2)cc1 (configuration not stated)	?	.
69	Cc1ccc(/C=N/N2CCN(Cc3ccccc3)CC2)o1	i	15.4
70	Cc1ccc(C)n1-c1nnc(N2CCC(C(=O)NCCCN3CCN(C)CC3)CC2)s1	7.7%	-17.6
71	Cc1c(C(=O)C(=O)NCc2cccs2)c2ccccc2n1C	?	.
72	Cc1cc(C)c(S(=O)(=O)NCC2CCC(C(=O)NCc3ccc4c(c3)OCO4)CC2)c(C)c1 (configuration not stated)	0.5%	-10.3
73	COc1cccc(CN2CC(C(=O)N(C)CC3CCOCC3)CCC2=O)c1 (configuration not stated)	i	-12.3
74	CCCCCCSc1ncc(C#N)c(N)n1	-12.9%	10.1
75	Cn1cc(C2N3CC4(C)CN2CC(C)(C3)C4=O)c2ccccc21 (configuration not stated)	-4.5%	7.4
76	N#CCC(=O)Nc1ccc(C(=O)NCc2cccc(Cl)c2)cc1	?	.
77	COc1ccc2cc(CN(CC3CCCO3)C(=S)NCc3ccco3)c(=O)[nH]c2c1 (configuration not stated)	-8.0%	-7.6
78	NC(=O)[C@@H]1CCCCNc2c(I)cc([N+](=O)[O-])cc2C(=O)N[C@@H](CCC(=O)O)C(=O)N[C@@H](CO)C(=O)N1	0.9%	-5.2
79	Cc1cccc(NC(=O)CN2C(=O)N/C(=C\c3cccn3-c3cccc(C(=O)O)c3)C2=O)c1	?	.
80	O=C(Nc1ccc2oc(-c3ccccc3)nc2c1)c1ccccc1F	13.2%	-2.5
81	O=C(NNC(=O)c1ccncc1)c1ccccc1	?	.
82	COc1ccc(O)c(C(=O)c2cnn(C(=O)c3cc(C)oc3C)c2)c1	-1.8%	3.3
83	Cc1ccc(N(C(=O)c2snc(C(N)=O)c2N)C(C(=O)NC2CCCC2)c2ccncc2)cc1 (configuration not stated)	12.1%	15.8
84	C=CCSC1=C(C#N)C(c2ccccc2OCC)CC(=O)N1 (configuration not stated)	i	.
85	CC(=O)Nc1sc(C)c(C)c1C(=O)OCC(=O)Nc1cc(S(C)(=O)=O)ccc1Cl	11.3%	0.8
86	COc1ccc(C)cc1NC(=O)C1CCN(S(=O)(=O)c2ccccc2)CC1	?	.
87	Cc1noc(C)c1N=Nc1ccccc1C(=O)O	-9.3%	-7.9
88	Cn1c(CN2CCOCC2)nc2cc(NC(=O)c3ccc(Cl)cc3)ccc21	?	.
89	CC(NC(=O)c1ccco1)C12CC3CC(CC(C3)C1)C2 (configuration not stated)	?	.
90	Cc1ccccc1N1CC(C(=O)N2CC(C)OC(C)C2)CC1=O (configuration not stated)	?	.
91	COc1ccc(/C=C(\NC(=O)c2ccc(Cl)cc2)C(=O)NCCCn2ccnc2)cc1OC	?	.
92	N#C/C(=C\c1ccc(-c2cccc(Cl)c2)o1)C(=O)Nc1cccc2cccnc12	?	.
93	CCOc1ccc(S(=O)(=O)N2CCN(C(=O)Cc3n[nH]c(=O)c4ccccc34)CC2)cc1	-3.6%[0.0737 µM]	23.2
94	Clc1ccccc1-c1ccc(/C=N/n2cnnc2)o1	23.7%	-6.9
95	CCOC(=O)c1cc(S(=O)(=O)N2CCc3ccccc32)cn1C	?	.
96	COCCn1c(Cc2ccccc2)nnc1SCC(=O)N1CCOCC1	7.0%	10.8
97	Cc1ccc(C(=O)Nc2ccc(O)cc2C(=O)O)cc1	?	.
98	COc1ccc(C)cc1S(=O)(=O)N1CCN(C(=O)c2ncoc2-c2ccccc2C)CC1	?	.
99	CC(C)S(=O)(=O)c1csc(C(=O)NN)c1Cl	5.4%	7.7
100	COc1ccc(S(N)(=O)=O)cc1N(C)S(=O)(=O)c1ccccc1	-3.7%	8.8
101	CCN(CC)S(=O)(=O)c1cccc(C(=O)c2c(C)cc3ccccn23)c1	?	.
102	O=C(c1ccc(N2CCCS2(=O)=O)cc1)N1CCN(c2ccc(F)cc2)CC1	?	.
103	O=c1c(C=Nc2ccc(Oc3ccccc3)cc2)c[nH]n1-c1cccc(Cl)n1	?	.
104	Cc1cc(OCC(=O)O/N=C(\N)c2ccccc2)ccc1Br	?	.
105	O=c1cc(-c2cccc3ccccc23)[nH][nH]1	1.3%	-2.6
106	Cc1ccc(SCC(=O)Nc2ccccc2C(=O)N2CCOCC2)cc1	-17.1%	4.0
107	CCCc1cc(C(=O)NNC(=S)Nc2cccc(C)c2)cs1	?	.
108	COc1cc(C(=O)N=c2sc3ccccc3n2C)cc(OC)c1OC	i	.
109	Cc1ccc(NC(=O)c2cccc(S(=O)(=O)NCc3ccccc3)c2)nc1	?	.
110	O=C(NC1CCCc2ccccc21)c1c(F)cccc1Cl (configuration not stated)	i	1.9

(list continues)
entry	compound	Lipid storage S3	Lipid storage S3 cell count max
111	CC1=C(C#N)C(=O)OC(C)(C)C1	i	.
112	COc1ccc(C(=O)NCC(=O)N2CCN(c3ncccn3)CC2)cc1OC	?	.
113	COc1cccc(NC(=O)c2ccc(-n3cnnn3)cc2)c1	?	.
114	COc1ccc(NC(=O)CN(C)C(=O)c2oc3c(ccc4ccccc43)c2C)cc1	?	.
115	Cc1ccc2[nH]c3c(N4CCCCCC4)ncnc3c2c1	?	.
116	CCN(CC)CCn1c(SCC(=O)Nc2cccc(OC)c2)nc2c(sc3ccccc32)c1=O	1.1%	-6.1

Given with one line to a screen: part of the list above
(49) CCCn1c(=O)c(C(=O)NNS(=O)(=O)c2ccc(Cl)cc2)c(O)c2ccccc21
(52) CSC(=N/N=C(\N)c1cnccn1)SC
(114) COc1ccc(NC(=O)CN(C)C(=O)c2oc3c(ccc4ccccc43)c2C)cc1

| Compound | 49 | 52 | 114 |
| --- | --- | --- | --- |
| Lipid storage S3 | ? | 6.5% | ? |
| Lipid storage S3 cell count max | . | . | . |
